Source: PubChem
HEK293 tox: cytotoxicity in counter-screen for GLP-1R inverse agonists; HEK293 cAMP-luciferase reporter cells, luminescence, 24 h; Potency, µM (top dose mostly 38.3 µM), for inactives: top-dose activity change, negative = inhibition, most hits filed as inhibitors; actives 0.13% (n = 410,000); AID 624418;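 further: loss of luciferase light is scored as toxicity; on the % scale 0 is the no-effect control and ±100 the full control effect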
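1536-well qHTS counterscreen of the MLSMR; 200 cells/uL, 12 h pre-incubation, 23 nL cpd, 24 h at 37 deg C 5% CO2, luciferase detection reagent, 12 min RT, luminescence. Inhibition = undesired.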
GLP1R ag: GLP-1 receptor (human) agonism; P43220; HEK293 GLP-1R CRE-luciferase, luminescence, 4-6 h; cells express a hypersensitive GLP-1R form; Potency, µM (highest dose often 45.6 µM), inactives show top-dose activation, actives largely listed as activators; actives 0.007% (n = 380,000); further: % of control where 0% means no effect
Target sequence (P43220 whole entry, looked up): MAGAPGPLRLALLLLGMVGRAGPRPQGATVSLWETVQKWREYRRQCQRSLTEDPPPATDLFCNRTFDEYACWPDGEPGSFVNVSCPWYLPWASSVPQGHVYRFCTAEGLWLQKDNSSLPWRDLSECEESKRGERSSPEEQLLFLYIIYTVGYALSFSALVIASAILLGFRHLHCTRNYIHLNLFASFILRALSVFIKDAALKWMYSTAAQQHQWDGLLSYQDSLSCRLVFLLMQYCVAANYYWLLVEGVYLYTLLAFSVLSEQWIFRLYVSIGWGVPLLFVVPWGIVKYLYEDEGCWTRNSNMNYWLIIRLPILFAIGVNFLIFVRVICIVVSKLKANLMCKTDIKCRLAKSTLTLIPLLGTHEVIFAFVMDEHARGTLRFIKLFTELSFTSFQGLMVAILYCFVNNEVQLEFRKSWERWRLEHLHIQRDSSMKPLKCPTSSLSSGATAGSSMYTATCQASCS
HT1080NT lethal: kills 2HG-producing HT-1080-NT fibrosarcoma cells. AID 686970. actives 1.6% (n = 360,000). Potency, µM (titrated, usually from 46.1 µM), for the others: top-dose activity, negative = less viability, actives largely listed as cytotoxic. HT-1080-NT fibrosarcoma viability, CellTiter-Glo ATP luminescence, 48 h;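 further: NT is the 2HG producing partner of a matched IDH1 knockdown line; 0% = DMSO-treated cells and -100% = media-only wells without cells; nearly all actives have a fitted effect of over 55% in size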
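Compounds were tested in concentration-response format on HT-1080-NT cells for 48 hours at 37 degrees C. Cell viability came from CellTiter-Glo luminescence; curves were classified by r2, response magnitude and activity.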
KB-V1 cytotox: KB-V1 MDR subline cytotoxicity. KB-V1 MDR cells viability, CellTiter-Glo, 72 h. AID 1347076. Potency, µM (top dose mostly 46.1 µM), without a hit: top-dose activity change, negative = cytotoxicity, actives largely listed as cytotoxic. actives 3.4% (n = 400,000); further: on the % scale 0 is the no-effect control and ±100 the full control effect; nearly all actives have a fitted effect of over 60% in size
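Cells of the MDR subline KB-V1 are plated, dosed with compound at multiple concentrations, and incubated 72 h at 37 degrees C; CellTiter-Glo is then added and luminescence read after 10 min.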
SW480 rerep: induces DNA re-replication in SW480 colon adenocarcinoma cells | SW480 DNA re-replication, Hoechst DNA content imaging, 48 h | Potency, µM (doses to about 46.1 µM), without a hit: at the top dose re-replication activation, hits mostly activators | actives 1.8% (n = 340,000); further: % of control where 0% means no effect; nearly all actives have a fitted effect of over 55% in size
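Image-based DNA-content assay: after two days of treatment, nuclei were labelled with the DNA dye Hoechst and imaged, and hits were compounds raising the count of nuclei showing high fluorescence intensity.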
KB-3-1 tox: kills parental KB-3-1 adenocarcinoma cells | KB-3-1 viability, CellTiter-Glo ATP luminescence, 72 h | Potency, µM (titrated, usually from 46.1 µM), for the others: at the highest dose activity change, negative = cytotoxic, actives largely listed as cytotoxic | actives 1.4% (n = 400,000); further: on the % scale 0 is the no-effect control and ±100 the full control effect; nearly all actives have a fitted effect of over 60% in size
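Cytotoxicity in the drug-sensitive parental line KB-3-1 was scored as loss of CellTiter-Glo luminescence following 72 h incubation with compound. Values come from curve fitting of normalized concentration-response data.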
HT1080 IDH1KD tx: HT-1080 IDH1 knockdown cell toxicity (counter line) | HT-1080 IDH1 knockdown viability, ATP luminescence, 48 h | Potency, µM (highest dose often 46.1 µM), for inactives: at the highest dose activity, negative = toxicity, hits mostly cytotoxic | actives 2% (n = 360,000) | AID 686971;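 further: 0% = DMSO wells and -100% = cell-free medium wells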
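Using the IDH1-knockdown HT-1080 line run in the same batch and compound series as the NT line, viability after 48 h at 37 °C was determined by CellTiter-Glo luminescence and expressed as % activity.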
GLP1R inv ag: GLP-1 receptor (human) inverse agonism | HEK293 GLP-1R CRE-luciferase, luminescence, 24 h; GLP-1R form is constitutively active | Potency, µM (doses to about 38.3 µM), for the others: at the top dose activity change, negative = inhibition, most hits filed as inhibitors | actives 1.6% (n = 410,000) | AID 624417; further: on the % scale 0 is the no-effect control and ±100 the full control effect; nearly all actives have a fitted effect of over 55% in size
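Inverse agonists were sought by their lowering of basal cAMP reporter luciferase output in HEK293 cells stably carrying constitutively active human GLP-1R, after 24 h compound treatment.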
TDP43 rescue: inhibitors of TDP-43 toxicity in yeast; TDP-43 expressing yeast growth rescue, BacTiter-Glo, 24 h; Potency, µM (top dose mostly 46.1 µM), for the others: at the top dose growth rescue (activation), usual class: activators; actives 1.8% (n = 410,000); further: % of control where 0% means no effect; nearly all actives have a fitted effect of over 50% in size
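Cell-based yeast growth screen: TDP-43 expression induced in galactose, inoculum OD600=0.02 after raffinose pregrowth to mid-log. Read-out BacTiter-Glo luminescence at 24 hr, 30 deg C; inhibition of toxicity seen as signal increase.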
Starred values were filed as active, the others as inactive; ? = inconclusive; · = not tested or not shown; & = joins results of further samples; [ ] = dose if it differs, or a comment. The call rests on the fitted dose curve; in most records, active means well fitted curve in the direction sought with a large enough effect; inconclusive means small, poorly fitted or top-dose-only effect, or another doubt; inactive means no such curve, though single readings can be large; an effect the other way counts as inactive or inconclusive. Potency means the concentration at half of the fitted maximal effect.

SMILES,HEK293 tox,GLP1R ag,HT1080NT lethal,KB-V1 cytotox,SW480 rerep,KB-3-1 tox,HT1080 IDH1KD tx,GLP1R inv ag,TDP43 rescue
C=CCN(C(=O)c1csnn1)C(C(=O)NC1CCCCC1)c1ccccc1F (configuration not stated),-17.0%,2.5%,9.9%,17.8%,-2.3%,15.5%,2.6%,-24.6%,-12.9%
CC1CCN(C(=O)C2CCN(S(=O)(=O)c3cccc4cccnc34)CC2)CC1,-13.9%,12.1%,0.4%,12.2%,-11.6%,10.9%,5.2%,7.4%,-0.6%
CSc1n[nH]c(/N=C/c2oc(O)c3ccccc23)n1,-1.8%,-1.4%,14.5%,-6.5%,8.3%,?,-5.4%,6.1%,-1.5%
Cc1ccc2c(c1)N(C(=O)CCC(=O)N1CCC(C(N)=O)CC1)CC(C)O2 (configuration not stated),4.4%,-2.1%,0.0%,11.4%,-2.5%,23.4%,2.6%,15.6%,-1.0%
CC(C)(C)n1cc(S(=O)(=O)c2ccccc2)[nH]c1=O,-0.5%,0.8%,4.1%,-27.4%,-5.3%,15.3%,0.8%,6.3%,-4.9%[9.22 µM]
O=C(NCc1ccncc1)c1cccc(F)c1,2.0%,-10.2%,0.8%,8.1%,-18.7%,-17.4%,0.9%,5.1%,-12.1%
O=C(NNC(=O)c1cccnc1)Nc1ccc(Cl)c(Cl)c1,-0.8%,-6.1%,-14.8%,1.3%,1.4%,6.8%,-8.4%,1.7%,7.7%
Cc1cccc(NC(=S)N2CCN(C(=O)c3ccco3)CC2)c1C,-3.7%,-2.8%,12.6%,?,-0.8%,10.5%,14.4%,-19.9%,-1.8%
COc1ccc(NC(=O)C2CCCN(S(=O)(=O)c3c(C)n[nH]c3C)C2)c(OC)c1 (configuration not stated),-18.2%,1.8%,-13.3%,-7.1%,-0.9%,-6.8%,1.3%,-3.0%,-21.5%
CCOC(=O)CCNC(=O)N1CCCC(N(C)CCc2ccc(OC)c(OC)c2)C1 (configuration not stated),-13.1%,9.1%,0.6%,-0.9%,-24.5%,4.4%,-0.9%,23.8%,4.7%
CC1CCCC2(C1)NC(=S)c1c(sc3c1CCCC3)N2 (configuration not stated),-22.8%,-8.1%,-11.2%,-8.1%,1.4%,-0.4%,-4.4%,?,0.0%
c1ccc2[nH]c(CCCCc3nc4ccccc4[nH]3)nc2c1,0.0%,6.5%,-13.1%,1.0%,-0.9%,12.2%,-7.1%,3.6%,-3.6%
OC1(Cc2ccccc2)CCNCC1,14.6%,-0.2%,15.7%,-12.7%,53.2%,11.7%,24.7%,15.8%,-33.1%[inhibitor]
CC(C)CC(=O)N1CCC(O)(CS(=O)(=O)Cc2ccc(Cl)cc2)CC1,5.3%,4.6%,-6.5%,-15.0%,0.8%,-0.3%,-5.8%,1.1%,-0.4%
COC(=O)c1c(NC(=O)CCN2CCOCC2)sc2c1CCCC2,-22.2%,-4.2%,-16.1%,?,-6.9%,1.9%,-10.5%,12.4%,13.0%
Fc1ccccc1N1CCN(C(c2cccs2)c2nnnn2CCc2ccccc2)CC1 (configuration not stated),-8.8%,-1.9%,-2.8%,-15.2%,0.8%,-16.7%,-1.8%,?,-42.6%[inhibitor]
CC1=C(C)CC(C(=O)N2CCN(C/C=C/c3ccccc3)CC2)C(C(=O)O)C1 (configuration not stated),-4.0%,9.4%,23.1%,?,-10.1%,?,8.6%,-0.2%,-14.0%
CCOC(=O)c1ccc(NC(=O)CN2C(=O)C(CC)SC(CC)C2=O)cc1 (configuration not stated),-25.0%,-2.5%,6.8%,?,5.4%,1.2%,16.3%,-20.1%,20.0%
CN(CCOc1ccccc1)CC(=O)Nc1ccc(Br)cc1F,0.9%,29.6%,?,13.3%,2.4%,-1.9%,?,?,-1.9%
Cc1ccc(F)cc1NC(=O)CSCc1c(C)noc1C,3.0%,5.1%,8.8%,14.2%,-10.2%,19.0%,11.8%,-3.5%,0.0%
Nc1ccn(C2OC(COC(=O)C34CC5CC(CC(C5)C3)C4)C(O)C2O)c(=O)n1 (configuration not stated),1.4%,0.8%,-4.7%,-3.5%,?,6.7%,-18.9%,18.6%,20.6%
O=C(NCc1ccc(Cl)cc1)c1ccc2c(c1)NC(=O)C(CS(=O)(=O)Cc1ccc(F)cc1Cl)N2 (configuration not stated),3.1%,·,·,3.0%,·,0.2%,·,3.9%,21.4%[9.22 µM]
COc1ccc(OCC(=O)Nc2ccc3c(c2)nc(CCN2CCC(C)CC2)n3C)cc1,7.7%,17.5%,4.5%,-8.4%,-19.2%,-4.9%,5.0%,5.4%,7.6%
Cc1cc(C)c(NC(=O)CS(=O)CC(=O)Nc2ccc(-n3cnnn3)c(C)c2)c(C)c1 (configuration not stated),5.8%,7.1%,-4.5%,15.0%,-20.9%,24.7%,0.3%,12.8%,12.9%
O=C(Nc1ccc(N2CCOCC2)cc1)c1ccc(Br)o1,-2.0%,1.5%,-1.3%,-2.0%,-3.3%,-5.7%,-7.5%,-20.5%,-10.9%
CC1(C(=O)NCc2cccc3ccccc23)CCN1C(=O)C1(c2ccccc2)CCCC1 (configuration not stated),2.5%,-2.7%,?,?,·,-15.7%,?,?,24.8%
COc1ccccc1CNC(=O)c1ccc2c(c1)N(Cc1c(F)cccc1Cl)C(=O)CS2,-6.1%,0.3%,·,-0.6%,·,-1.3%,·,?,17.8%
CC1=C(C(=O)Nc2ccccc2)C(c2ccc(C)o2)n2c(s/c(=C\c3ccco3)c2=O)=N1 (configuration not stated),-12.0%,-10.6%,-13.4%,-1.4%,3.0%[9.22 µM],3.1%,-8.9%,?,-6.1%
CC(=O)NCCC(=O)Nc1cccc(S(=O)(=O)N(C)c2ccccc2)c1,10.7%,3.2%,-5.0%,21.8%,1.9%,1.4%,3.0%,3.5%,-9.0%
N/C(Cc1cccs1)=N\OC(=O)COc1ccc(Br)cc1Cl,-6.4%,?,2.8%,0.0%,0.7%,8.2%,14.2%,-5.6%,-88.3%[inhibitor]

3 entries from above, with each value named.
O=C(Nc1ccc(N2CCOCC2)cc1)c1ccc(Br)o1
  HEK293 tox: -2.0%
  GLP1R ag: 1.5%
  HT1080NT lethal: -1.3%
  KB-V1 cytotox: -2.0%
  SW480 rerep: -3.3%
  KB-3-1 tox: -5.7%
  HT1080 IDH1KD tx: -7.5%
  GLP1R inv ag: -20.5%
  TDP43 rescue: -10.9%
CC1(C(=O)NCc2cccc3ccccc23)CCN1C(=O)C1(c2ccccc2)CCCC1 (configuration not stated)
  HEK293 tox: 2.5%
  GLP1R ag: -2.7%
  HT1080NT lethal: ?
  KB-V1 cytotox: ?
  SW480 rerep: ·
  KB-3-1 tox: -15.7%
  HT1080 IDH1KD tx: ?
  GLP1R inv ag: ?
  TDP43 rescue: 24.8%
COc1ccccc1CNC(=O)c1ccc2c(c1)N(Cc1c(F)cccc1Cl)C(=O)CS2
  HEK293 tox: -6.1%
  GLP1R ag: 0.3%
  HT1080NT lethal: ·
  KB-V1 cytotox: -0.6%
  SW480 rerep: ·
  KB-3-1 tox: -1.3%
  HT1080 IDH1KD tx: ·
  GLP1R inv ag: ?
  TDP43 rescue: 17.8%

The results go on:
SMILES,HEK293 tox,GLP1R ag,HT1080NT lethal,KB-V1 cytotox,SW480 rerep,KB-3-1 tox,HT1080 IDH1KD tx,GLP1R inv ag,TDP43 rescue
COc1cc2c(cc1OC)CN(C(C)C(=O)Nc1cccc(S(=O)(=O)N3CCOCC3)c1)CC2 (configuration not stated),-0.4%,10.1%,1.9%,-0.4%,15.8%,-5.0%,0.4%,-3.4%,-18.9%
CCOCCCNC(=O)c1cccc(NC(=O)C2=C(C)OCCS2)c1,3.5%,4.2%,3.3%,10.9%,2.1%,9.7%,6.0%,3.9%,-2.7%
Cn1cc(Cl)c(C(=O)OCC(=O)Nc2cccc(Cl)c2)n1,0.2%,6.7%,24.3%,-12.3%,-9.8%,-15.3%,12.4%,16.9%,16.1%
S=c1[nH]nc(-c2ccncc2)n1Cc1ccccc1,-19.9%,-3.6%,15.0%,6.4%,4.5%,7.5%,20.0%,13.1%,-6.9%
COc1ccc(OC2CCN(S(=O)(=O)c3ccc(F)cc3)CC2)cc1,23.0%,19.3%,-7.9%,-12.2%,3.3%,0.8%,7.7%,?,26.5%
COc1cc(OC)cc(C(=O)NCC2CCCO2)c1 (configuration not stated),23.9%,-0.4%,-1.6%,-3.6%,-0.5%,21.3%,4.3%,6.7%,-1.1%
COc1cc(C(=O)C(=O)N2CCC(Cc3ccccc3)CC2)cc2ccccc12,4.0%,·,-17.5%,?,·,-21.9%,-23.5%,?,15.3%
Clc1ccc(-c2nnc3sc(-c4ccc(Br)o4)nn23)c(Cl)c1,6.5%,7.2%,-5.1%,?,3.2%,-3.4%,-2.9%,-1.0%,3.7%
CCOc1ccccc1CNC(=O)c1ccc2c(c1)N(CC)CCS2,10.1%&7.0%,3.7%,-2.8%,-1.3%,1.3%,-21.8%,-2.2%,?,-5.1%&24.9%
CN(C)N1C(=O)CC(N2CCCCC2)C1=O (configuration not stated),4.5%,-1.0%,13.9%,6.4%,-2.4%,?,5.5%,-4.7%,?
O=C(NNC(=O)c1cccc(S(=O)(=O)N2CCCCC2)c1)c1ccccc1,-4.3%,-1.1%,1.3%,-4.3%,-4.4%,-3.8%,-1.9%,-19.3%,-11.2%
CCc1nn(CC(=O)NC(C)CC)c(=O)c2cc3occc3n12 (configuration not stated),0.0%,·,·,-5.0%,·,5.7%,·,3.3%,6.8%
CC(=O)N1CC2(CC(c3ccccc3F)=NO2)CN1c1ccc(Cl)cc1 (configuration not stated),-5.9%,8.2%,7.5%,?,·,?,2.7%,?,-1.3%

Shown with two lines to a compound: part of the list above.
The line under a structure holds: HEK293 tox | GLP1R ag | HT1080NT lethal | KB-V1 cytotox | SW480 rerep | KB-3-1 tox | HT1080 IDH1KD tx | GLP1R inv ag | TDP43 rescue
Cc1cccc(NC(=S)N2CCN(C(=O)c3ccco3)CC2)c1C
    -3.7% | -2.8% | 12.6% | ? | -0.8% | 10.5% | 14.4% | -19.9% | -1.8%
COc1ccc(NC(=O)C2CCCN(S(=O)(=O)c3c(C)n[nH]c3C)C2)c(OC)c1 (configuration not stated)
    -18.2% | 1.8% | -13.3% | -7.1% | -0.9% | -6.8% | 1.3% | -3.0% | -21.5%
